Assay outcomes: PubChem BioAssay, Broad Institute
LGR2 inh = blocks bursicon-induced cAMP signaling via Drosophila LGR2. HEK293 LGR2, CRE-luciferase, bursicon-stimulated, 4 h. inhibition, % at 9.99 µM. 380,000 compounds, 0.35% hits;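 active = drop in luminescence signal, shown as inhibition above about 50% in the replicate tests, limit read from the data, passing the limit was not always enough; inconclusive = probably only some replicates passing the limit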;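 note: agonist challenge used bursicon conditioned medium at about half maximal strength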
Statin myotox sup = protects C2C12 myotubes from simvastatin toxicity | rescue of ATP level, % at 7.49 µM | AID 602340 | 330,000 compounds, 0.78% hits | ATP luminescence, 48 h; scaled: DMSO 0, geranylgeraniol control 100;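 active = mean ATP rescue above about 67%, or every replicate alone reaching that limit, limit read from the data, passing the limit was not always enough; inconclusive = no clear call, values can overlap the other calls; inactive = mean under the limit and some replicate under it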;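 note: myotubes were challenged with 10 µM simvastatin during compound exposure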
esBAF inh = blocks esBAF chromatin remodeling in mouse ES cells; Bmi1-luciferase knock-in reporter, 24 h; 100% = twice the neutral-well signal; reporter increase, % at 12.5 µM; 350,000 compounds, 2% hits; in the data active = activation above about 40%; inconclusive = no clear call, values can overlap the other calls;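 note: 0% = median of the plate's neutral control wells and 100% = double that signal; a rise in the Bmi1 reporter signal indicates esBAF inhibition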
SIRT5 inh = blocks human SIRT5 desuccinylation of peptide. Purified SirT5, succinyl-peptide AMC, trypsin-coupled fluorescence. inhibition, % at 15 µM. 330,000 compounds, 1.1% hits; in the data active = inhibition above about 15%; inconclusive = no clear call, values can overlap the other calls
Target sequence (Q9NXA8 whole entry, looked up): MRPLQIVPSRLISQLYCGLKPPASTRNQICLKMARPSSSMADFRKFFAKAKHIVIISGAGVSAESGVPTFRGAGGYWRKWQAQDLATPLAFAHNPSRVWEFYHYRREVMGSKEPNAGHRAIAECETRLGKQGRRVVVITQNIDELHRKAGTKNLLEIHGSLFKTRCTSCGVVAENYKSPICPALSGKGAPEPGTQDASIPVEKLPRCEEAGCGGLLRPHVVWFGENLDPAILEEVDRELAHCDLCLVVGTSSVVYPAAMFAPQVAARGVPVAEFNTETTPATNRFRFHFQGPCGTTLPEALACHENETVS
FN deposit inh = fibronectin deposition inhibition; 350,000 compounds, 0.086% hits; inhibition, % at 12.6 µM; AH1F fibroblasts, Alexa488-fibronectin deposition fluorescence, overnight; AID 743247;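 active = mean inhibition across replicates of 30% or more, regardless of how many single replicates reach that level; inconclusive = mean under 30% yet at least half of replicates reach 30%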;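 note: positive control wells lacked labelled fibronectin entirely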
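Material: AH1F fibroblasts assembling fluorescent fibronectin matrix; amount: 10000 AH1F cells/well; medium: DMEM, 2% serum; reagent: Alexa488-fibronectin, 24 nM final in well; dosing: single compound dose, delivered by pin transfer; incubation: 1 h adhesion, overnight exposure; detection: fluorescence after three HBSS washes, excitation 485 nm, emission 525 nm; measure: fibronectin deposition inhibition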
S100A4 MyoIIA = S100A4-myosin IIA interaction inhibition | P26447 | S100A4/TAMRA-MyoIIA peptide fluorescence polarization | inhibition, % at 10.7 µM | 360,000 compounds, 0.14% hits;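 active = mean inhibition of at least 70% across replicates, with every replicate also reaching that level; inconclusive = mean inhibition reaches 70% but some replicates fall short; inactive = mean inhibition below 70%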
Target sequence (P26447 whole entry, looked up): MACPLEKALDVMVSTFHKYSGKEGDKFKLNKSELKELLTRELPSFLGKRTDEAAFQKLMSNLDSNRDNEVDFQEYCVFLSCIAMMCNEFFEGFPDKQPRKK
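Assay system: human S100A4 monomer with TAMRA-labelled myosin IIA peptide / Buffer or medium: Calcium-containing HEPES buffer, pH 7.2 / Reagent: TAMRA-labelled myosin IIA heavy-chain peptide probe, 5 nM / Compound: one dose per compound / Timing: polarization read 5 min after assay mix addition, stable 5–60 min / Benchmarks: neutral control DMSO, positive control TFP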
Casp6 inh = caspase-6 (human) enzyme inhibition. AID 686996. inhibition, % at 12.5 µM. 350,000 compounds, 0.53% hits. purified caspase-6, Z-VEID-R110 cleavage fluorescence;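 active = mean inhibition across replicates at least about 35%, with every replicate also reaching that limit, limit read from the data; inconclusive = only one of the two criteria met; inactive = neither criterion met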;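 note: 0% = median of neutral control wells and 100% = no fluorescence left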
Target sequence (P55212 24-179 limits assumed): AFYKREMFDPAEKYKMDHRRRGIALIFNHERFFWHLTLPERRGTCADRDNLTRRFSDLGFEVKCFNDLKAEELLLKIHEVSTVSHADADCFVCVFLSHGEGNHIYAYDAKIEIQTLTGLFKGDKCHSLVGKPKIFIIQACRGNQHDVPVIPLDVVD
Target sequence (P55212 194-293 limits assumed): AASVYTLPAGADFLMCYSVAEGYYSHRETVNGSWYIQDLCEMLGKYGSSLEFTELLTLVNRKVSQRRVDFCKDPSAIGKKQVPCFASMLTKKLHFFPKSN
* marks the source's active call; other numbers are inactive results. A portion of the library; rates above refer to the full screens.

COc1ccc(C2NC(=O)NC(c3ccccc3)=C2c2nc3ccccc3s2)cc1 (configuration not stated) was read as LGR2 inh 10, Statin myotox sup inconclusive, esBAF inh -7, SIRT5 inh 2, S100A4 MyoIIA -2 and Casp6 inh 5.
Screening COC(=O)C[C@@H]1OC[C@H](CO)N1S(=O)(=O)c1ccc(C)cc1 returned LGR2 inh 9, SIRT5 inh -2, FN deposit inh 7, S100A4 MyoIIA -2 and Casp6 inh -1.
`O=C(Nc1cccc(O)c1)c1ccc(Br)c(S(=O)(=O)N2CCCCC2)c1` gave LGR2 inh -13, Statin myotox sup -22, esBAF inh 66*, SIRT5 inh -2, S100A4 MyoIIA 12 and Casp6 inh 0.
For CC(C)N(C[C@H]1N[C@@H](CO)[C@H]1c1ccccc1)C(=O)c1ccccc1 the results were Statin myotox sup 6, esBAF inh 6, SIRT5 inh -4, S100A4 MyoIIA 2 and Casp6 inh -4.
`Cn1cc(Cl)c(C(=O)OCC(=O)Nc2ccc(S(N)(=O)=O)cc2)n1` gave LGR2 inh 11, Statin myotox sup 20, esBAF inh -3, SIRT5 inh -2, FN deposit inh 2, S100A4 MyoIIA 0 and Casp6 inh -1.
`Cc1ccc2nc(C)c(C(=O)N/N=C/c3cccs3)n2c1` gave LGR2 inh -13, SIRT5 inh 14, S100A4 MyoIIA 2 and Casp6 inh 3.
O=C(NNC1CC(=O)N(c2ccc(Cl)cc2)C1=O)c1ccccn1 (configuration not stated) was read as LGR2 inh 2, SIRT5 inh -3, FN deposit inh 0, S100A4 MyoIIA 5 and Casp6 inh 0.
`CCOC(=O)C1=CN(Cc2cccc(F)c2)S(=O)(=O)NC1c1ccc2ccccc2c1` (configuration not stated) gave LGR2 inh 6, Statin myotox sup 8, esBAF inh -4, SIRT5 inh -3, FN deposit inh -7, S100A4 MyoIIA -4 and Casp6 inh -2.
CC(=O)NC(NC(=S)N1CCCCCC1)C(Cl)(Cl)Cl (configuration not stated) was read as LGR2 inh -8, esBAF inh 2, SIRT5 inh -1, FN deposit inh -1, S100A4 MyoIIA -16 and Casp6 inh 0.
Screening C[C@@H]1CN([C@H](C)CO)C(=O)c2cc(NC(=O)c3ccncc3)ccc2O[C@@H](C)CCCCO[C@@H]1CN(C)CC1CCCCC1 returned LGR2 inh -12, esBAF inh 2, SIRT5 inh 0, S100A4 MyoIIA 18 and Casp6 inh 1.
`COc1ccc(C(=O)N/C(=C/c2cccs2)C(=O)NC(C)(C)C)cc1OC` gave LGR2 inh 0, Statin myotox sup 15, esBAF inh -1, SIRT5 inh 0, FN deposit inh -5, S100A4 MyoIIA -1 and Casp6 inh 2.
`CCOc1ccccc1C(=O)N(CN1CCCC1=O)c1ccc(C)c(Cl)c1` gave Statin myotox sup -2, esBAF inh 3 and FN deposit inh -12.
`CCOC(=O)C(CC)(CC)/C(C)=N/NC(=O)CC#N` gave Statin myotox sup -9, esBAF inh -12 and FN deposit inh -3.
Screening C=C1CCN(C(C(=O)OC)C(C)C)S(=O)(=O)c2ccccc21 (configuration not stated) returned LGR2 inh -14, Statin myotox sup 4, esBAF inh 0, SIRT5 inh 1, FN deposit inh 2, S100A4 MyoIIA -4 and Casp6 inh -1.
For CC(=O)N1CCN(c2nc3ccc(Br)cc3s2)CC1 the results were LGR2 inh -62, Statin myotox sup 3, esBAF inh 54*, SIRT5 inh -4, FN deposit inh -11, S100A4 MyoIIA 0 and Casp6 inh -2.
Screening Cc1noc(C)c1S(=O)(=O)N(C)C[C@@H]1OCCCC[C@H](C)Oc2ccc(NC(=O)Nc3ccc(C(F)(F)F)cc3)cc2C(=O)N([C@H](C)CO)C[C@H]1C returned LGR2 inh -1, esBAF inh -4, SIRT5 inh 12, S100A4 MyoIIA 2 and Casp6 inh 2.
For Cc1cccc(-c2nc(C#N)c(NCC3CCCO3)o2)c1 (configuration not stated) the results were SIRT5 inh -7, FN deposit inh -3, S100A4 MyoIIA -2 and Casp6 inh -5.
O=C(C1CC1)N1c2ccccc2Sc2ccccc21 was read as LGR2 inh 18, Statin myotox sup -2, esBAF inh -3, FN deposit inh -1, S100A4 MyoIIA -1 and Casp6 inh 3.
Screening COc1ccccc1C(=O)N1CCN(C(=O)[C@H](CCc2ccccc2)NC(=O)[C@H]2O[C@@H](n3cnc4c(N)ncnc43)[C@H](O)[C@@H]2O)CC1 returned LGR2 inh -4, SIRT5 inh 1, FN deposit inh 9, S100A4 MyoIIA 0 and Casp6 inh -1.
For O=C(NN=Cc1ccc(N2CCOCC2)cc1)c1cc2ccccc2cc1O the results were LGR2 inh 25, Statin myotox sup 7, esBAF inh 2, SIRT5 inh -1, FN deposit inh -2, S100A4 MyoIIA -13 and Casp6 inh 0.
COc1ccc(NC(=O)NC2CCCc3ccccc32)c(OC)c1 (configuration not stated) was read as LGR2 inh 15, Statin myotox sup 10, esBAF inh -5, SIRT5 inh -1, FN deposit inh -9, S100A4 MyoIIA -1 and Casp6 inh -4.
Screening COCCn1c(Sc2nc(C)cs2)nc2c1c(=O)[nH]c(=O)n2C returned Statin myotox sup 6, esBAF inh -12 and FN deposit inh -5.
COc1ccc(C2C(C(=O)c3ccco3)=C(O)C(=O)N2CCN2CCOCC2)cc1 (configuration not stated) was read as LGR2 inh -2, Statin myotox sup 7, esBAF inh -4, SIRT5 inh 0, FN deposit inh 5, S100A4 MyoIIA -2 and Casp6 inh 0.
Screening C[C@H]1CN([C@@H](C)CO)C(=O)c2cccc(NS(C)(=O)=O)c2O[C@H]1CN(C)S(=O)(=O)c1ccc(Cl)cc1 returned LGR2 inh 0, Statin myotox sup -23, esBAF inh -7, SIRT5 inh 3, S100A4 MyoIIA -33 and Casp6 inh -3.
For Cc1ccc(S(=O)(=O)Nc2ccc3c(c2)C(=O)N([C@@H](C)CO)C[C@@H](C)[C@@H](CN(C)C(=O)CCCN(C)C)OCCCC[C@H](C)O3)cc1 the results were LGR2 inh 12, esBAF inh -4, SIRT5 inh -1, FN deposit inh -1, S100A4 MyoIIA 10 and Casp6 inh 0.
`Cc1ccc(OCC(=O)Nc2ccc(S(=O)(=O)N3CCN(C)CC3)cc2)cc1` gave Statin myotox sup 5, esBAF inh -11 and FN deposit inh 1.
`CCOC(=O)c1ccc(S(=O)(=O)N2CCC(C(=O)O)CC2)cc1` gave LGR2 inh -14, Statin myotox sup 4, esBAF inh 3, SIRT5 inh 9, FN deposit inh -11, S100A4 MyoIIA -1 and Casp6 inh 1.
Screening CCN(CC)CCNc1ncnc2c1sc1nc(N3CCCC3)c3c(c12)CC(C)(C)OC3 returned SIRT5 inh 9, FN deposit inh 13, S100A4 MyoIIA -20 and Casp6 inh 1.
Screening C/C(=N\N=C1\NC(=O)CC(C(=O)O)S1)c1cccs1 (configuration not stated) returned LGR2 inh -12, Statin myotox sup -9, esBAF inh -2 and FN deposit inh 10.
N#C[C@H]1[C@@H](c2ccccc2C2=CCCCC2)[C@@H](CO)N1C(=O)c1ccccn1 was read as LGR2 inh 16, SIRT5 inh 0, FN deposit inh -9, S100A4 MyoIIA -1 and Casp6 inh 0.
For O=C(Cn1cnc2c(nnn2Cc2ccccc2F)c1=O)NCC1CCCO1 (configuration not stated) the results were LGR2 inh 21, Statin myotox sup 7 and esBAF inh 7.
COc1ccc(NC(=S)NC2CCN(Cc3ccccc3)CC2)cc1OC was read as LGR2 inh 1, Statin myotox sup -16, esBAF inh -3, SIRT5 inh -1, FN deposit inh -4, S100A4 MyoIIA 1 and Casp6 inh -4.
For CCOC(=O)N1CCC(NC(=O)CC(NS(=O)(=O)c2ccc(Cl)cc2)c2ccco2)CC1 (configuration not stated) the results were LGR2 inh 1, Statin myotox sup 18 and esBAF inh -1.
Screening COc1ccccc1OC(=O)Nc1ccc(Cl)cc1 returned LGR2 inh -5, Statin myotox sup 0, esBAF inh 16, SIRT5 inh -3, FN deposit inh 2, S100A4 MyoIIA -4 and Casp6 inh -1.
For O=C(O)c1ccc(NS(=O)(=O)c2ccc3c(c2)OCCO3)cc1 the results were LGR2 inh 17, Statin myotox sup 4, esBAF inh -4, FN deposit inh 1, S100A4 MyoIIA 1 and Casp6 inh 3.
`COc1cc(OC)cc(C(=O)NC(C(=O)O)C23CC4CC(CC(C4)C2)C3)c1` (configuration not stated) gave LGR2 inh -21, SIRT5 inh 0, FN deposit inh 6, S100A4 MyoIIA 3 and Casp6 inh -2.

Six structures already listed, ordered by heavy-atom count, ascending.
Screening COc1ccccc1OC(=O)Nc1ccc(Cl)cc1 returned LGR2 inh -5, Statin myotox sup 0, esBAF inh 16, SIRT5 inh -3, FN deposit inh 2, S100A4 MyoIIA -4 and Casp6 inh -1.
For O=C(O)c1ccc(NS(=O)(=O)c2ccc3c(c2)OCCO3)cc1 the results were LGR2 inh 17, Statin myotox sup 4, esBAF inh -4, FN deposit inh 1, S100A4 MyoIIA 1 and Casp6 inh 3.
COc1ccc(NC(=S)NC2CCN(Cc3ccccc3)CC2)cc1OC was read as LGR2 inh 1, Statin myotox sup -16, esBAF inh -3, SIRT5 inh -1, FN deposit inh -4, S100A4 MyoIIA 1 and Casp6 inh -4.
`Cc1ccc(OCC(=O)Nc2ccc(S(=O)(=O)N3CCN(C)CC3)cc2)cc1` gave Statin myotox sup 5, esBAF inh -11 and FN deposit inh 1.
Screening CCN(CC)CCNc1ncnc2c1sc1nc(N3CCCC3)c3c(c12)CC(C)(C)OC3 returned SIRT5 inh 9, FN deposit inh 13, S100A4 MyoIIA -20 and Casp6 inh 1.
For Cc1ccc(S(=O)(=O)Nc2ccc3c(c2)C(=O)N([C@@H](C)CO)C[C@@H](C)[C@@H](CN(C)C(=O)CCCN(C)C)OCCCC[C@H](C)O3)cc1 the results were LGR2 inh 12, esBAF inh -4, SIRT5 inh -1, FN deposit inh -1, S100A4 MyoIIA 10 and Casp6 inh 0.

(more compounds)
O=C(NCCCn1ccnc1)/C(=C/c1ccco1)NC(=O)c1ccccc1 was read as Statin myotox sup 16, esBAF inh -3 and FN deposit inh 2.
CN1CCN(CC(O)COc2ccc(Cl)cc2)CC1 (configuration not stated) was read as LGR2 inh 15, Statin myotox sup -1 and esBAF inh -5.
`C[C@@H]1CN([C@@H](C)CO)S(=O)(=O)c2ccc(C#CC3CC3)cc2O[C@@H]1CN(C)S(C)(=O)=O` gave LGR2 inh 34, Statin myotox sup -18, esBAF inh 5, SIRT5 inh -1, FN deposit inh -10, S100A4 MyoIIA -2 and Casp6 inh 7.
Cc1noc(C)c1C(=O)N1CCN(Cc2ccc3c(c2)OCO3)CC1 was read as LGR2 inh 8, Statin myotox sup 15, esBAF inh 0, SIRT5 inh 14, S100A4 MyoIIA -4 and Casp6 inh 1.
For CCS(=O)(=O)c1nc(S(=O)(=O)c2ccc(Cl)cc2)c(N2CCc3ccccc3C2)s1 the results were LGR2 inh 15, Statin myotox sup -8, esBAF inh 2, SIRT5 inh 1, FN deposit inh 8, S100A4 MyoIIA 6 and Casp6 inh -2.
For C[C@@H]1CN([C@H](C)CO)C(=O)c2cc(NC(=O)Nc3ccc(C(F)(F)F)cc3)ccc2O[C@H]1CN(C)C(=O)Nc1ccccc1 the results were LGR2 inh -1, Statin myotox sup 2, esBAF inh -2, SIRT5 inh 5, S100A4 MyoIIA -1 and Casp6 inh -1.
